RTF Ca sens inh – cardiac RTF calcium desensitization; P19429+P45379; IANBD-labeled cardiac RTF, Ca2+ fluorescence; inhibition, % at 7.15 µM; 340,000 compounds, 0.12% hits; AID 493244;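 active means inhibition above the mean inhibition of all tested compounds plus 3 SD, cut at about 17% in these data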;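 further: assay run at fixed EC70 calcium of 1.6 mM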
PfHsp90 set2 – inhibits growth of yeast expressing Plasmodium falciparum Hsp90. AID 504621. inhibition, % at 9.4 µM. S. cerevisiae expressing PfHsp90, BacTiter-Glo ATP, 48 h; yeast lacking PDR1 and PDR3 efflux regulators. 310,000 compounds, 0.32% hits;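 active means every replicate shows inhibition above about 80%, whatever the replicate mean, limit read from the data; inconclusive means mean inhibition reaches the set limit but some replicate falls short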;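 further: 0% = DMSO neutral controls and 100% = 20 µM radicicol positive controls; yeast relying on Plasmodium falciparum Hsp90 in place of its own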
CDK5 p35 inh – CDK5/p35 (human) kinase inhibition. Recombinant CDK5/p35, ADP-Glo luminescence, 60 min. inhibition, % at 10 µM. 330,000 compounds, 0.01% hits. Q00535+Q15078;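 active means highest replicate inhibition of at least 50% and at least 75% of replicates reaching 50%; inconclusive means only one of the two criteria met; inactive means both criteria failed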;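 further: plate controls were DMSO neutral control for no effect and GW8510 at 10 µM for full effect; many of its hits are not listed in these tables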
Mot1-301 SUMO – blocks SUMOylation pathway, rescuing yeast Mot1-301 growth | S. cerevisiae Mot1-301 growth rescue, ATP luminescence, 38.5C; percent above DMSO median, 100 means doubled | growth rescue, % at 18.8 µM | 320,000 compounds, 1% hits | AID 2716;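 active means every valid replicate shows activation above 250% relative to neutral control wells; inactive means the rest, any valid replicate at or below 250%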;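 further: OY570 slx delta 5 strain wells were the positive control but not used for scaling; some compounds called inactive have numbers as strong as hits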
Keap1 Nrf2 FP – Keap1-Nrf2 (human) interaction inhibition | Keap1 Kelch-Nrf2 peptide fluorescence polarization, 1536-well | Q14145 | inhibition, % at 9.4 µM | 340,000 compounds, 0.15% hits; in the data active means inhibition above about 12%; inconclusive means no clear call, values can overlap the other calls; inactive means below about 7.3%;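 further: human Keap1 Kelch domain with fluorescein labeled Nrf2 9mer peptide probe; 0% = neutral control wells and 100% = peptide positive control; higher means more block of Keap1 binding to Nrf2 peptide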
Target sequence (Q14145 whole entry, looked up, the tested form may be a part): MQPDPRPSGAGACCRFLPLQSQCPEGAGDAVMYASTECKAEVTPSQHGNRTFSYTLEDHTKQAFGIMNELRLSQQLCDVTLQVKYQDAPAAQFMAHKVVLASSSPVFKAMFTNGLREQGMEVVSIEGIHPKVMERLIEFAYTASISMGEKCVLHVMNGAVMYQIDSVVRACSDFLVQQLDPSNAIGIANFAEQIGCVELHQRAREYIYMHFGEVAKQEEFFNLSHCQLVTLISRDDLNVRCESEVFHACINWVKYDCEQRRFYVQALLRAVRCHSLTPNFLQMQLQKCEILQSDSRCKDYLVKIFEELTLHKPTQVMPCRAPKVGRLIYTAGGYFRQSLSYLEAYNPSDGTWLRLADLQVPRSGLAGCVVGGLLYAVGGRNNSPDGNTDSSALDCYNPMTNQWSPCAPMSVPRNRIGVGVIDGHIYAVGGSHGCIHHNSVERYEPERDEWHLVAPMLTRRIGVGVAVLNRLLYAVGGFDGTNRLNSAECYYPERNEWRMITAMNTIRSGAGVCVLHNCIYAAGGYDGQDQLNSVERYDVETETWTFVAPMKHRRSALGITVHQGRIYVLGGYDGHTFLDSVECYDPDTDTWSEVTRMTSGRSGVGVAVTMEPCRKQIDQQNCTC
NSD2 inh – inhibitors of human histone methyltransferase NSD2; inhibition, % at 12.5 µM; 310,000 compounds, 0.54% hits; NSD2 peptide methylation, AlphaScreen, 120 min; in the data active means inhibition above about 50%
RTF Ca sens act – cardiac RTF calcium sensitization; P19429+P45379; IANBD-labeled TnC RTF fluorescence at EC20 calcium; 0% EC20 calcium, 100% full calcium; activation, % at 7.2 µM; 340,000 compounds, 0.24% hits; AID 493008;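 active means activation above the mean over all tested compounds plus 3 SD, cut at about 30% in these data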;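 further: rise in fluorescence read as greater calcium sensitivity of cardiac thin filaments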
Rtt109 Vps75 – C. albicans Rtt109 histone acetyltransferase inhibition; Q5AAJ8; purified Rtt109/Vps75, ThioGlo CoA-SH fluorescence, 4 h; inhibition, % at 34.9 µM; 330,000 compounds, 0.16% hits; AID 540336;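 active means inhibition of at least 50% in every replicate; inconclusive means best replicate reaches 50% inhibition but some replicates fall short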
Target sequence (Q5AAJ8 whole entry, looked up): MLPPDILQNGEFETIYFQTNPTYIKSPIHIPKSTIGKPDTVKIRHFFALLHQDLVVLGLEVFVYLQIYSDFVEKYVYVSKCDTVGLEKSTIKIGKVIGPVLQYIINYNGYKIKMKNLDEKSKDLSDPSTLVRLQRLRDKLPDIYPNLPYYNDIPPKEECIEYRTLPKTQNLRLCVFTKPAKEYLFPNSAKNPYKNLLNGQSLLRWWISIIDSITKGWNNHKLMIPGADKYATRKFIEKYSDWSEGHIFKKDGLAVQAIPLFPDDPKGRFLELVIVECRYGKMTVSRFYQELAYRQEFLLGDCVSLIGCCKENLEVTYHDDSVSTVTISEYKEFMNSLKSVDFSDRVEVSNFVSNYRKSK
LANA DNA inh – inhibitors of KSHV LANA C-terminal domain DNA binding; MBP-C-LANA/FAM-LBS DNA binding, fluorescence polarization; inhibition, % at 9 µM; 340,000 compounds, 0.078% hits; AID 504423;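 active means highest replicate inhibition at or above 60% at 9 µM, even if other replicates fall short; inactive means all replicates below 60% inhibition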;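 further: 0% = neutral control wells and 100% = 4 µM acridine orange control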
PvdQ inh – blocks Pseudomonas aeruginosa PvdQ acylase activity; purified PvdQ acylase, fluorescence plate reader; inhibition, % at 10 µM; 340,000 compounds, 0.063% hits; in the data active means inhibition above about 30%, passing the limit was not always enough; inconclusive means no clear call, values can overlap the other calls;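 further: 0% = vehicle neutral wells and 100% = reference inhibitor wells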
dFosB act – enhances mouse delta FosB homodimer DNA binding. purified delta FosB, TAMRA-CDK5 oligo fluorescence polarization; percent of positive-control signal above neutral wells. activation, % at 25 µM. P13346. 340,000 compounds, 0.99% hits;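 active means mean activation above about 17%, with every replicate also reaching it, limit read from the data, passing the limit was not always enough; inconclusive means only one of the two conditions met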;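 further: fluorescence polarization rise as delta FosB binds a TAMRA Cdk5 AP-1 oligo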
The depositor's hits bear a star; ? = inconclusive; nt = no result given.

SMILES	RTF Ca sens inh	PfHsp90 set2	CDK5 p35 inh	Mot1-301 SUMO	Keap1 Nrf2 FP	NSD2 inh	RTF Ca sens act	Rtt109 Vps75	LANA DNA inh	PvdQ inh	dFosB act
CC(=O)NC(CC(=O)N(Cc1ccccc1)c1cccc(C)c1)c1ccccc1 (configuration not stated)	2	-2	0.1	-12	1	-3	0	12	-0.5	17	-11
CC(=O)c1ccccc1OCCOCCOCCOc1ccccc1C(C)=O	-6	nt	0.7	1	-3	nt	8	0	-0.1	-9	1
CC(C)(C)NC(=S)NNC(=O)c1ccc2ncccc2c1	7	-1	0.9	-6	0	-2	0	-8	1.2	-9	-3
COc1cccc(CNC(=O)Cn2cc3c(n2)CCCC3)c1	-6	5	0.3	34	-1	nt	-1	3	-1.6	-14	3
C/C(=N\NC(=O)CN1CCN(S(=O)(=O)c2ccc(C)cc2)CC1)c1ccc(O)cc1	-8	3	1.0	138	0	nt	6	2	1.4	-16	-4
CCOc1ccccc1CN1CCNC(=O)C1CC(=O)NCc1nccn1CC (configuration not stated)	-5	-14	1.1	-3	-1	0	-6	5	0.8	-17	-16
CCOC(=O)N1CCN(C(=O)CNS(=O)(=O)c2cccs2)CC1	1	nt	-1.2	5	-2	0	11	-4	0.8	-7	3
O=S1(=O)CCN(Cc2ccccc2Cl)CC1	-10	-22	1.5	-7	-6	0	-4	0	1.9	-17	-1
Cc1ccc(C)c(OCc2nnc(NC(=O)c3ccc4c(c3)OCO4)s2)c1	-7	-17	-0.1	10	-3	-3	-3	-7	1.6	-2	?
COc1ccc2ccccc2c1CN1CCN(C(=O)c2ccco2)CC1	10	3	-1.3	77	-7	6	-6	-2	0.3	-4	-4
COc1cc(C(=O)NC2CCN(C)CC2)ccc1Nc1ncc2c(n1)N(C1CCCC1)CCC(=O)N2C(C)C	-6	12	0.3	nt	2	nt	-6	?	-2.2	0	7
CCCn1c(NCc2cccs2)nc2ccccc21	-1	24	-1.4	1	3	-1	-3	-3	-0.5	-9	-1
O=C(CCN1CCN(c2ccccc2)CC1)Nc1ccc2c(c1)OCO2	0	nt	1.1	-11	-2	16	13	-1	0.5	-16	-1
O=C(CN(C(=O)c1nsc(Cl)c1Cl)c1ccc(F)cc1)NC1CCCC1	-7	17	0.8	-14	-2	1	-1	2	-0.4	-15	-10
Cc1ccc(C)c(NC(=O)CN(C)C(=O)c2oc3c(Cl)cccc3c2C)c1	-8	nt	-0.9	-2	1	-2	-2	0	1.6	0	-2
COc1cc([N+](=O)[O-])cc(/C=C2/SC(=S)N(Cc3ccccc3)C2=O)c1O	-5	8	6.1	-3	-6	6	-1	2	-3.1	4	-19
Cc1cc(-c2nsc(=O)o2)c(S(C)(=O)=O)s1	1	nt	26	-18	-4	3	-4	nt	-0.6	0	1
Cc1ccc2cc3cc(C(=O)NC4CC4)oc3nc2c1	5	-31	1.3	0	-4	2	-5	-4	-0.9	-2	-9
Cc1cc(C(=O)COC(=O)CC2Sc3ccccc3NC2=O)c(C)n1-c1cccc(C(F)(F)F)c1 (configuration not stated)	-16	-2	-0.3	-6	-6	-1	0	6	0.2	-9	2
Cc1ccc(C(=O)N2CCNC(=O)C2CC(=O)Nc2ccccc2)cc1 (configuration not stated)	-4	5	-0.3	-11	2	-2	-5	-6	0.4	-2	-5
CCN(CC)C(=O)c1n[nH]c(=O)c2ccccc12	-1	nt	-1.1	-7	-4	-5	-3	-14	-0.7	-12	-8
CC(C)(C)C(=O)Nc1cc2nn(-c3ccccc3)nc2cc1Cl	-13	20	2.8	nt	-4	nt	-6	5	0.2	-17	-14
COc1ccc(S(=O)(=O)N2CCOCC2)cc1NC(=O)c1sccc1C	-4	-4	1.5	16	-6	4	-3	0	-1.4	-14	-3
CC(=O)Nc1ccc(S(=O)(=O)NCC(=O)Nc2ccc3c(c2)OCO3)cc1	3	nt	0.6	4	6	0	-1	-1	2.2	-2	1
COc1ccc(NC(=O)N(CCO)Cc2cc3c(C)cc(C)cc3[nH]c2=O)cc1	-5	-12	-3.0	-5	-6	nt	-4	7	0.1	-6	-5
Additional compounds
SMILES	RTF Ca sens inh	PfHsp90 set2	CDK5 p35 inh	Mot1-301 SUMO	Keap1 Nrf2 FP	NSD2 inh	RTF Ca sens act	Rtt109 Vps75	LANA DNA inh	PvdQ inh	dFosB act
CSc1ccccc1NC(=O)CN1C(=O)C2CC=CCC2C1=O (configuration not stated)	-17	nt	0.5	nt	-4	2	3	-5	-0.4	-5	-5
CSc1nc2ccc(NS(=O)(=O)c3ccc(Cl)s3)cc2s1	-5	-57	1.9	-5	-2	0	-3	10	2.2	-2	-6
Cc1cc(Cl)ccc1Oc1ncc(CN2CCN(c3ccccc3)CC2)s1	-1	10	-0.5	30	-1	2	-4	0	-0.9	-8	-14
CN(C(=O)c1ccco1)c1nc(CC(=O)Nc2ccccc2)cs1	-8	2	-0.7	0	1	2	-4	7	0.5	0	0
COc1ccccc1NC(=O)C1CCN(S(=O)(=O)c2ccc3c(c2)CC(C)N3C(C)=O)CC1 (configuration not stated)	-1	-20	-5.7	-13	-5	2	-3	10	0.5	-3	-7
Cn1c(SCc2ccc(C#N)cc2)nnc1-c1cccc(Cl)c1	5	5	0.6	10	-2	0	-6	14	-1.2	-1	3
Cc1cc(NC(=O)CSc2nnc(Cc3ccccc3)o2)no1	-10	-39	1.0	7	-7	-2	0	2	1.8	-10	4
O=C(Nc1ccc(Cl)c(S(=O)(=O)N2CCOCC2)c1)c1cc(=O)[nH]c2ccccc12	-3	-4	1.4	22	-4	nt	3	22	-2.3	3	-12
COc1ccc(-c2csc(NC(=O)CSc3nc(SC)ns3)n2)cc1	-1	nt	-0.8	14	0	3	-1	-2	-0.6	-7	5
COC(=O)c1c(NC(=O)CSc2nnnn2-c2ccccc2)sc2c1CCCC2	-1	14	-2.8	489	-3	nt	1	3	-1.0	-11	-5
C/C(=C\c1ccccc1)C(=O)n1nnc2ccccc21	1	-11	1.7	13	-1	0	1	5	0.9	7	-4
Cc1cccc(-n2cc(CN3CCN(Cc4nccn4C)CC3)c(-c3cccc(F)c3)n2)c1	-6	19	-0.1	-4	1	3	-5	18	-0.3	1	7
COc1ccc(N(C(=O)c2cnccn2)C(C(=O)NCc2ccccc2)c2ccc(O)cc2)cc1 (configuration not stated)	9	5	0.0	2	-2	nt	4	1	-0.6	-9	-7
CCCOc1ccc(N2C(=O)CC(SC(=N)N3N=C(c4ccccc4)CC3c3ccccc3)C2=O)cc1 (configuration not stated)	-4	-14	-0.6	-6	-1	0	5	-2	1.1	-12	-12
CC(NC(=O)Nc1cccc(Cl)c1)C(c1cccs1)N1CCCC1 (configuration not stated)	-3	21	-1.2	21	0	1	-2	nt	1.2	-6	-1
CCC1=C(OC(=O)N(CC)CC)N2C(=O)OC(=NCC(=O)OC)[C@]2(Cc2ccccc2)[C@H]2C1=CC[C@H]1C(=O)N(C)C(=O)[C@H]12	3	nt	-11	1	-4	nt	2	8	-1.6	0	-3
CCOc1ccc(N2CC(C(=O)N3CCN(c4ccccn4)CC3)CC2=O)cc1 (configuration not stated)	5	-6	1.3	29	nt	-2	0	nt	nt	3	0
CCCSc1nc2ccsc2c(=O)n1CC	-3	15	-5.7	-19	-4	-2	7	-3	-0.6	-6	-6
O=C(COC(=O)Cn1cnc2ccccc21)Nc1cc(S(=O)(=O)N2CCOCC2)ccc1Cl	-2	21	-1.4	6	1	1	3	-3	-3.0	-8	-8
COc1ccc(-c2nc(NC(=O)CSCCO)sc2C)cc1	-15	-2	-0.7	-13	-3	-1	8	-1	-1.1	-17	-5
C=CCOc1c(Br)cc(/C=C2/NC(=S)N(C(C)=O)C2=O)cc1OC	6	-14	0.6	-16	-2	2	0	nt	-1.7	6	-6
CCOC(=O)C1=CC[C@H]2c3c(c4ccccc4n3C)C(=O)C1N2S(=O)(=O)c1ccc(C)cc1	-5	0	-1.8	-2	3	nt	-7	2	-0.5	-1	4
COC(C(=O)Nc1ccnn1C1CCN(Cc2ccc(C)s2)CC1)c1ccccc1 (configuration not stated)	2	17	-3.9	-17	1	0	-4	-4	3.9	-4	-4
NC(=NC(=O)c1ccc(OC(F)(F)F)cc1)c1ccc(C(F)(F)F)cn1	-2	22	-1.7	-1	-3	-1	3	-2	5.4	-14	9
Cc1ccc(/C=C2\SC(=S)N(Cc3ccccc3)C2=O)o1	-11	-1	-2.3	-5	-2	1	7	1	-0.9	-8	-3
(continued)
SMILES	RTF Ca sens inh	PfHsp90 set2	CDK5 p35 inh	Mot1-301 SUMO	Keap1 Nrf2 FP	NSD2 inh	RTF Ca sens act	Rtt109 Vps75	LANA DNA inh	PvdQ inh	dFosB act
c1ccc(Cn2cc(CNc3ccccc3)nn2)cc1	-6	6	0.9	12	-1	nt	-5	-20	-0.3	-9	5
Cc1ccc(S(=O)(=O)NNC2CC(=O)N(c3ccc(Br)cc3)C2=O)cc1 (configuration not stated)	-6	-6	0.1	-1	-2	1	-5	-2	1.9	-6	15
O=C(COc1ccc(F)cc1Cl)N(Cc1nnc(-c2ccccc2Cl)o1)C1CC1	1	6	-0.2	510*	-5	0	-3	39	0.6	21	-11
O=C(Cn1c(-c2ccccc2)c[n+]2ccsc12)c1ccc([N+](=O)[O-])cc1	-1	-1	1.6	834	-2	5	-1	2	1.3	-14	-10
O=C(OCc1cnc(Cl)s1)c1cccc(Cl)c1Cl	8	-26	0.1	-32	0	-17	1	6	-0.2	12	3
O=C(O)CNC(=O)c1ccccc1NC(=O)c1ccco1	-4	nt	-2.8	-15	-2	-4	-1	-13	-0.9	-10	-4
Cc1cc(C(=O)O)c(=O)[nH]c1C	-9	-7	0.3	184	4	-2	4	2	-2.0	12	-3
CCOc1ccc(NC(=O)c2ccc3snnc3c2)cc1	-9	19	-0.4	99	-6	-1	-5	-4	-1.7	-5	-5
COc1ccc(S(=O)(=O)NCC(c2ccc3c(c2)OCO3)N2CCOCC2)cc1C (configuration not stated)	-5	30	1.3	-14	nt	0	6	nt	nt	-9	5
CC(=O)Nc1ccc(S(=O)(=O)Nc2nc3ccccc3nc2N2CCCC2)cc1	-4	47	-1.5	-2	-3	-1	-1	8	2.0	-10	-10
COc1cc(OC)cc(C(=O)NCC(=O)OC2CCOC2=O)c1 (configuration not stated)	5	nt	-0.5	54	1	1	21	1	1.8	-11	3
Cc1nn(C)c(C(=O)N/N=C/c2ccncc2)c1Cl	5	8	-1.9	12	5	-1	-2	-8	0.3	-6	-4
CNC(=O)NCC12CC3CC(CC(C3)C1)C2	-4	6	2.8	468	4	-3	2	nt	-1.2	-11	4
Cc1ccc(S(=O)(=O)CCC(=O)Nc2cccc(S(=O)(=O)N3CCCCCC3)c2)cc1	-8	-3	0.3	-2	1	-1	-3	6	-1.0	-3	-4

An unsorted share of the library; about 3.2% have a hit in one of these screens.
